N370S GC = inhibitors or activators of N370S glucocerebrosidase for Gaucher disease; P04062; AID 2101; Potency, µM (top dose mostly 59.4 µM), inactives show top-dose activity change, negative = inhibition, usual class: inhibitors; N370S GC spleen homogenate, 4MU-glucoside fluorescence; hit rate 0.092% among 330,000;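 also: 0% = full enzyme activity and -100% = no enzyme basal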
DT40 TDP1 no CPT = qHTS for Inhibitors of human tyrosyl-DNA phosphodiesterase 1 (TDP1): qHTS in cells in absence of CPT; DT40 Tdp1-/- hTDP1 cells, no CPT, ATP luminescence, 48 h; Potency, µM (top dose mostly 46.2 µM), without a hit: top-dose activity change, negative = growth inhibition, usual class: inhibitors; hit rate 15% among 420,000; also: nearly all actives have a fitted effect of over 55% in size
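Camptothecin absent (DMSO only). Human TDP1-complemented DT40 knockout cells, 400 cells/well, 37 °C for minimum 48 hr; ATP measured via CellTiter-Glo, 30 min dark incubation, luminescence.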
TDP1 block = inhibitors of human tyrosyl-DNA phosphodiesterase TDP1. Q9NUW8. recombinant TDP1, AlphaScreen DNA substrate cleavage. Potency, µM (top dose mostly 130 µM), for the others: top-dose activity change, negative = inhibition, usual class: inhibitors. hit rate 0.28% among 350,000; also: nearly all actives have a fitted effect of over 40% in size
Target sequence (Q9NUW8 whole entry, looked up): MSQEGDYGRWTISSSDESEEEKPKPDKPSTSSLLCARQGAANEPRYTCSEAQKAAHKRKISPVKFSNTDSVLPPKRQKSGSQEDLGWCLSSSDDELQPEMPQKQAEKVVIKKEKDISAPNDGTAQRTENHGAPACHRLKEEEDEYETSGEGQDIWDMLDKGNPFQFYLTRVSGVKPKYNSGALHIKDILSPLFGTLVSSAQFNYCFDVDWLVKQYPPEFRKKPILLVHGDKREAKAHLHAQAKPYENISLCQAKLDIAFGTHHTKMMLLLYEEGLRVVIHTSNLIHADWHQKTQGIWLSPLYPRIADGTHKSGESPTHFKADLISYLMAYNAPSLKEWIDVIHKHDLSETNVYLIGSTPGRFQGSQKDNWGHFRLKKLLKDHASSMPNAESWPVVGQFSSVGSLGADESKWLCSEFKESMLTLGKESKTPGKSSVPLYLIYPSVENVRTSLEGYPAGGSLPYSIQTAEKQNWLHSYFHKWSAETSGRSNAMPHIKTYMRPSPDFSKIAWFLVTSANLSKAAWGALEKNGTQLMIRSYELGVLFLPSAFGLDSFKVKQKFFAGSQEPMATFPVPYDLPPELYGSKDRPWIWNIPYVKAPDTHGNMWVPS
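Signal: AlphaScreen proximity between streptavidin donor and anti-FITC acceptor beads on intact substrate. Reaction: Tdp1 1 nM, substrate 15 nM final, 5 min RT after 15 min compound preincubation.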
The depositor's hits bear a star; ? = inconclusive; . = no result given; & = joins results of further samples; [ ] = dose if it differs, or a comment. Calls follow the shape of the dose curve; as a rule, active = well fitted curve in the direction sought with a large enough effect; inconclusive = small, poorly fitted or top-dose-only effect, or another doubt; inactive = no such curve, though single readings can be large; an effect the other way counts as inactive or inconclusive. Unless noted, % is scaled to controls: 0 for no effect and ±100 for the full control effect; potency is read from the fitted curve at half-maximal effect. Not all compounds are listed, so the mix of outcomes need not match the whole.

#1 CCC1=C(OC(=O)N(CC)CC)N2C(=O)OC(=NCC(=O)OC)[C@]2(Cc2ccccc2)[C@H]2C1=CC[C@H]1C(=O)N(C)C(=O)[C@H]12
#2 CCOc1ccc(N2CC(C(=O)N3CCN(c4ccccn4)CC3)CC2=O)cc1 (stereo not given)
#3 CCCSc1nc2ccsc2c(=O)n1CC
#4 O=C(COC(=O)Cn1cnc2ccccc21)Nc1cc(S(=O)(=O)N2CCOCC2)ccc1Cl
#5 COc1ccc(C2=Nc3ccc(OC(F)(F)F)cc3NC(c3cccnc3)=N2)cc1

Compound,1,2,3,4,5
N370S GC,9%&6%,-3%,2%,-3%,.
DT40 TDP1 no CPT,-19%,-5%,-12%,-14%,6.5µM*
TDP1 block,3%&-9%,0%,0%,.,5%

#6 CCOC(=O)C1=CC[C@H]2c3c(c4ccccc4n3C)C(=O)C1N2S(=O)(=O)c1ccc(C)cc1
#7 COC(C(=O)Nc1ccnn1C1CCN(Cc2ccc(C)s2)CC1)c1ccccc1 (stereo not given)
#8 NC(=NC(=O)c1ccc(OC(F)(F)F)cc1)c1ccc(C(F)(F)F)cn1
#9 Cc1ccc(S(=O)(=O)NNC2CC(=O)N(c3ccc(Br)cc3)C2=O)cc1 (stereo not given)
#10 COc1ccc(NC(=O)N(CCO)Cc2cc3c(C)cc(C)cc3[nH]c2=O)cc1

Compound,6,7,8,9,10
N370S GC,.,4%,4%,-21%,-3%
DT40 TDP1 no CPT,?,-25%,0%,3%,-29%
TDP1 block,1%,1%,0%,3%,2%

#11 CSc1ccccc1NC(=O)CN1C(=O)C2CC=CCC2C1=O (stereo not given)
#12 CSc1nc2ccc(NS(=O)(=O)c3ccc(Cl)s3)cc2s1
#13 Cc1cc(Cl)ccc1Oc1ncc(CN2CCN(c3ccccc3)CC2)s1
#14 CN(C(=O)c1ccco1)c1nc(CC(=O)Nc2ccccc2)cs1
#15 COc1ccccc1NC(=O)C1CCN(S(=O)(=O)c2ccc3c(c2)CC(C)N3C(C)=O)CC1 (stereo not given)

Compound,11,12,13,14,15
N370S GC,4%,2%,13%,12%,2%
DT40 TDP1 no CPT,-22%,-12%,-26%,?,?
TDP1 block,0%,7%,2%,2%[56.1 µM],2%

#16 Cn1c(SCc2ccc(C#N)cc2)nnc1-c1cccc(Cl)c1
#17 O=C(Nc1ccc(Cl)c(S(=O)(=O)N2CCOCC2)c1)c1cc(=O)[nH]c2ccccc12
#18 Cc1cc(NC(=O)CSc2nnc(Cc3ccccc3)o2)no1
#19 COc1ccc(-c2csc(NC(=O)CSc3nc(SC)ns3)n2)cc1
#20 C=CN1CCCC1=O

Compound,16,17,18,19,20
N370S GC,6%,.,-16%,?,9%
DT40 TDP1 no CPT,-29%,?,1%,23µM*,.
TDP1 block,0%,2%,9%,6%,3%

#21 COC(=O)c1c(NC(=O)CSc2nnnn2-c2ccccc2)sc2c1CCCC2
#22 Cc1cccc(-n2cc(CN3CCN(Cc4nccn4C)CC3)c(-c3cccc(F)c3)n2)c1
#23 COc1ccc(N(C(=O)c2cnccn2)C(C(=O)NCc2ccccc2)c2ccc(O)cc2)cc1 (stereo not given)
#24 CCCOc1ccc(N2C(=O)CC(SC(=N)N3N=C(c4ccccc4)CC3c3ccccc3)C2=O)cc1 (stereo not given)
#25 Cc1ccc2[nH]c(=O)c(C(c3nnnn3C3CCCC3)N3CCCc4ccccc43)cc2c1 (stereo not given)

Compound,21,22,23,24,25
N370S GC,?,-9%,-6%,3%,?
DT40 TDP1 no CPT,?,?,0%,18µM*,?
TDP1 block,1%,8%,11%,7%,5%

#26 O=C(/C=C/c1ccco1)NCC1(c2ccccc2)CCCC1
#27 Cc1ccc(NC(=O)Cc2nnc(SCC(=O)NC3=NCCS3)n2C)cc1
#28 COc1ccc(S(=O)(=O)n2nc(-c3ccc(Cl)cc3)cc2N)cc1
#29 Cc1ccc(CS(=O)(=O)CCC(=O)NCc2ccc3c(c2)OCO3)cc1
#30 Cc1ccc(C)c(CN2C(=O)c3ccccc3Sc3ccc(C(=O)NCCCOC(C)C)cc32)c1

Compound,26,27,28,29,30
N370S GC,0%,-2%,-2%,-22%,.
DT40 TDP1 no CPT,?,?,?,-5%,21µM*
TDP1 block,-1%,1%,2%,3%,5%

#31 COc1cc(C)nc(N2CCCC(C(=O)NCC(C)C)C2)n1 (stereo not given)
#32 Cc1ccsc1C(=O)C1CCCN(Cc2cccn2-c2ccc(Cl)cn2)C1 (stereo not given)
#33 CCNS(=O)(=O)c1ccc(C(=O)Nc2ccccc2)cc1
#34 CCc1ccccc1NC(=O)Cn1cc(S(=O)(=O)N2CCCC2)c(S(=O)(=O)N2CCCC2)c1
#35 COc1ccc(C(=O)N2CCN(S(=O)(=O)N3CCOCC3)CC2)cc1OC

Compound,31,32,33,34,35
N370S GC,7%,-3%,3%,.,1%
DT40 TDP1 no CPT,-9%,26µM*,-25%,7%,11%
TDP1 block,5%,5%,-14%,-1%,3%

#36 COc1ccc2cc(CN(Cc3ccco3)C(c3nnnn3C3CCCCC3)C(C)C)c(=O)[nH]c2c1 (stereo not given)
#37 CCC(NS(=O)(=O)c1cccs1)c1ccc(C)cc1 (stereo not given)
#38 Oc1ccc(Cl)cc1/C=N/c1nccs1
#39 O=C(Cn1c(O)c(/C=C2\C=Nc3ccccc32)sc1=O)Nc1ccc2c(c1)OCO2
#40 COc1ccc(Cn2c(C(=O)O)c(CNCC(C)c3ccccc3)c3ccc(OC)cc32)cc1 (stereo not given)

Compound,36,37,38,39,40
N370S GC,6%,.,19%,0%,.
DT40 TDP1 no CPT,?,?,11µM*,-5%,23µM*
TDP1 block,-1%,1%,3%,7%,5%

#41 O=C(Cn1c(-c2ccccc2)c[n+]2ccsc12)c1ccc([N+](=O)[O-])cc1
#42 O=C(OCc1cnc(Cl)s1)c1cccc(Cl)c1Cl
#43 Cc1cc(C(=O)O)c(=O)[nH]c1C
#44 O=C(O)CNC(=O)c1ccccc1NC(=O)c1ccco1
#45 CCOc1ccc(NC(=O)c2ccc3snnc3c2)cc1

Compound,41,42,43,44,45
N370S GC,-1%,7%,9%,-8%,5%
DT40 TDP1 no CPT,23µM*,-6%,1%,11%,-27%&-12%
TDP1 block,5%,-6%,-2%,3%,0%&2%

#46 COc1ccc(S(=O)(=O)NCC(c2ccc3c(c2)OCO3)N2CCOCC2)cc1C (stereo not given)
#47 CC(=O)Nc1ccc(S(=O)(=O)Nc2nc3ccccc3nc2N2CCCC2)cc1
#48 COc1cc(OC)cc(C(=O)NCC(=O)OC2CCOC2=O)c1 (stereo not given)
#49 Cc1nn(C)c(C(=O)N/N=C/c2ccncc2)c1Cl
#50 CNC(=O)NCC12CC3CC(CC(C3)C1)C2

Compound,46,47,48,49,50
N370S GC,-12%,1%,-3%,-5%,15%
DT40 TDP1 no CPT,?,-15%,7%,-24%,-17%
TDP1 block,6%,3%,1%,4%,-2%

#51 Cc1ccc(S(=O)(=O)CCC(=O)Nc2cccc(S(=O)(=O)N3CCCCCC3)c2)cc1
#52 CCN(C(=O)/C=C/c1ccc(OC)cc1)C1CCS(=O)(=O)C1 (stereo not given)
#53 O=C(O)c1ccc(CSc2nc3ccccc3c(=O)n2-c2ccccc2)cc1
#54 CCC(Sc1nnc(C)n2c1cc1sccc12)C(=O)Nc1ccccc1F (stereo not given)
#55 CCCCN(C(=O)CSc1nnc(-c2ccccc2)o1)c1c(N)n(CCC)c(=O)[nH]c1=O

Compound,51,52,53,54,55
N370S GC,.,1%,20%,.,.
DT40 TDP1 no CPT,?,-11%,-8%,21µM*,7%
TDP1 block,1%,.,.,0%,0%

#56 COc1ccc(Cc2nnc(SC)[nH]c2=O)cc1OC
#57 CC(NC(=O)c1ccccc1SCC(=O)N1CCCC1)c1ccccc1 (stereo not given)
#58 COc1ccc(NC(=O)CSc2nccn2Cc2ccc(F)cc2)c(OC)c1
#59 CCNc1nc(NCC)nc(ON=C(C)C)n1
#60 CCOc1ccc(/C=N/Nc2cc(=O)n(C)c(=O)n2C)cc1

Compound,56,57,58,59,60
N370S GC,6%,2%,-6%,-26%,7%
DT40 TDP1 no CPT,10%,-12%,-7%,.,?
TDP1 block,-2%,11%,7%,6%,0%

#61 CCOC(=O)c1ccccc1NC(=O)COC(=O)CCC(=O)c1ccc(C)cc1
#62 CC1Cc2ccccc2N1C(=O)Cn1nnc(-c2ccccc2NC(=O)C2CCC2)n1 (stereo not given)
#63 O=C(NC1CCS(=O)(=O)C1)C1CCCC1 (stereo not given)
#64 COc1ccccc1Cn1c(=S)[nH]c2cc(C(=O)NCCCN3CCOCC3)ccc2c1=O
#65 COCCN(C(=O)/C=C/c1ccccc1)c1nnc(-c2cccnc2)s1

Compound,61,62,63,64,65
N370S GC,?,11%,0%,-8%,12%
DT40 TDP1 no CPT,?,15µM*,1%,?,?
TDP1 block,.,2%,0%[0.505 µM],3%,4%

#66 COC(=O)c1cc(=O)c2ccc(OC)cc2o1
#67 O=S(=O)(NC1CCCCC1)c1cccc2nsnc12
#68 Cn1nc(-c2ccc(Cl)cc2)c2cc(C(=O)N3CCCC3)sc21
#69 O=C(COc1ccc([N+](=O)[O-])cc1)Nc1ccc(C(=O)Nc2ccccc2C(=O)O)cc1
#70 Cc1ccc2nc(-c3ccc(NC(=O)CSc4ccccc4)cc3)[nH]c2c1

Compound,66,67,68,69,70
N370S GC,-28%,-8%,-2%,4%,-17%
DT40 TDP1 no CPT,1%,-11%,23µM*,0%,16µM*
TDP1 block,2%,3%,1%,0%,0%

#71 O=C(Cn1cnc2scc(-c3ccc(F)cc3)c2c1=O)NCC(c1ccco1)N1CCCC1 (stereo not given)
#72 Cn1c(SCC(N)=O)nnc1-c1cnccn1
#73 Cc1ccc(N=Cc2nc(-c3ccco3)oc2O)cc1
#74 CCOC(=O)Cn1c(=NC(=O)CSC(C)=O)sc2cc(F)ccc21
#75 Cc1cc2n(n1)CCCN2C(=O)Nc1ccccc1C(F)(F)F
#76 C[C@@H]1CC(=O)[C@H]2CC(CO)=CCC[C@@H]2[C@@]1(C)CC/C(=C/CO)CO
#77 CN(CCC1CCOCC1)C(=O)c1cc(COc2c(F)cccc2F)on1

Compound,71,72,73,74,75,76,77
N370S GC,-3%,12%,-3%,-7%,.,-5%,-2%
DT40 TDP1 no CPT,-26%,7%,?,2%,-18%,-5%,1%
TDP1 block,1%,3%,2%,1%,2%,.,5%

Exported with two lines to a compound: 2 of the compounds above
Second line of a record – N370S GC | DT40 TDP1 no CPT | TDP1 block
30) Cc1ccc(C)c(CN2C(=O)c3ccccc3Sc3ccc(C(=O)NCCCOC(C)C)cc32)c1
 : . | 21µM* | 5%
31) COc1cc(C)nc(N2CCCC(C(=O)NCC(C)C)C2)n1 (stereo not given)
 : 7% | -9% | 5%

Grouped by structure: the entries above with a Cl atom
#4 O=C(COC(=O)Cn1cnc2ccccc21)Nc1cc(S(=O)(=O)N2CCOCC2)ccc1Cl
#12 CSc1nc2ccc(NS(=O)(=O)c3ccc(Cl)s3)cc2s1
#13 Cc1cc(Cl)ccc1Oc1ncc(CN2CCN(c3ccccc3)CC2)s1
#16 Cn1c(SCc2ccc(C#N)cc2)nnc1-c1cccc(Cl)c1
#17 O=C(Nc1ccc(Cl)c(S(=O)(=O)N2CCOCC2)c1)c1cc(=O)[nH]c2ccccc12
#28 COc1ccc(S(=O)(=O)n2nc(-c3ccc(Cl)cc3)cc2N)cc1
#32 Cc1ccsc1C(=O)C1CCCN(Cc2cccn2-c2ccc(Cl)cn2)C1 (stereo not given)

Compound,4,12,13,16,17,28,32
N370S GC,-3%,2%,13%,6%,.,-2%,-3%
DT40 TDP1 no CPT,-14%,-12%,-26%,-29%,?,?,26µM*
TDP1 block,.,7%,2%,0%,2%,2%,5%

#38 Oc1ccc(Cl)cc1/C=N/c1nccs1
#42 O=C(OCc1cnc(Cl)s1)c1cccc(Cl)c1Cl
#49 Cc1nn(C)c(C(=O)N/N=C/c2ccncc2)c1Cl
#68 Cn1nc(-c2ccc(Cl)cc2)c2cc(C(=O)N3CCCC3)sc21

Compound,38,42,49,68
N370S GC,19%,7%,-5%,-2%
DT40 TDP1 no CPT,11µM*,-6%,-24%,23µM*
TDP1 block,3%,-6%,4%,1%

Screening results from PubChem BioAssay.
